High-throughput results from PubChem.
Pf growth 48h – P. falciparum growth inhibition at 48 hours (one generation); AID 504832; 310,000 compounds, 5.9% hits; P. falciparum luciferase growth in erythrocytes, 48 h; Potency, µM (titrated, usually from 28.7 µM), for inactives: at the highest dose activity change, negative = inhibition, most hits filed as inhibitors; note: potency is the fitted concentration of half-maximal effect; % is set by controls: 0 for no effect and ±100 for the full control effect
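Read-out is firefly luciferase luminescence from an integrated reporter in P. falciparum, so falling signal marks reduced parasite growth. Infected erythrocytes were at 2% hematocrit and 0.1% parasitemia (final) in Albumax-supplemented RPMI 1640.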
Cycloheximide cs – counter-screen hit for Shiga toxin inhibitors, cycloheximide; cell reporter, cycloheximide protein synthesis inhibition counterscreen; max response, %; 300,000 compounds, 12% hits; AID 2314; in the data active = max response mostly above about 13%, no sharp cut-off; inactive = mostly below about 14%; note: read at 38.3 µM for the half of the compounds with a filed dose; 0% is about no effect
LmPK inhibitor – LmPK (Leishmania mexicana) enzyme inhibition; purified LmPK, Kinase-Glo ATP luminescence, 1 h; 290,000 compounds, 0.37% hits; Q27686; Potency, µM (doses to about 57.5 µM), for the others: at the top dose activity change, negative = inhibition, hits mostly inhibitors; note: potency is the fitted concentration of half-maximal effect; % is set by controls: 0 for no effect and ±100 for the full control effect
Target sequence (Q27686 whole entry, looked up): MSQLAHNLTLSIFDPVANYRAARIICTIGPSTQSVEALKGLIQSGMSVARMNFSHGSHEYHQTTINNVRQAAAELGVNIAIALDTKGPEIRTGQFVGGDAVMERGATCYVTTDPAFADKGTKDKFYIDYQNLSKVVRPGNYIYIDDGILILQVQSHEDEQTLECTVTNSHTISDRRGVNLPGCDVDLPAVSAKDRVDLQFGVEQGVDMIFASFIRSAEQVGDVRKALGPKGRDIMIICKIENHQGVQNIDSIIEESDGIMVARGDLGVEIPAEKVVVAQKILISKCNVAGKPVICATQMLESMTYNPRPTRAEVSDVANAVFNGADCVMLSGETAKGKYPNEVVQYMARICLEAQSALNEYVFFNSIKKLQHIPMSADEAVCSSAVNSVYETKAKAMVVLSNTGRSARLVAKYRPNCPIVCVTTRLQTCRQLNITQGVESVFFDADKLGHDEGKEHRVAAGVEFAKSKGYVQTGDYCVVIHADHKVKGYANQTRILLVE
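Kinase-Glo luminescence read after 1 h RT reaction of 0.1 nM LmPK with 0.5 mM PEP and 0.1 mM ADP. Activity scaled between uninhibited and enzyme-free controls.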
Pf growth 96h – P. falciparum growth inhibition at 96 hour, primary screen for plastid delayed-death inhibitors; P. falciparum luciferase reporter growth, 96 h; Potency, µM (doses to about 28.7 µM), without a hit: at the highest dose activity change, negative = inhibition, usual class: inhibitors; 320,000 compounds, 6.9% hits; note: potency is the fitted concentration of half-maximal effect; % is set by controls: 0 for no effect and ±100 for the full control effect
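Compounds incubated with erythrocytes infected by luciferase-expressing P. falciparum (2% hematocrit, 0.05% parasitemia final) for 96 hours, 37 C in 5% CO2. Growth inhibition scored as decreased luciferase luminescence.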
HCV inhibitor – blocks hepatitis C virus; Huh7.5.1 HCVcc-Cre infection, luciferase reporter, 44 h; Potency, µM (highest dose often 41.8 µM), without a hit: at the highest dose activity change, negative = inhibition, hits mostly inhibitors; 340,000 compounds, 3.4% hits; AID 651820; note: potency is the fitted concentration of half-maximal effect; % is set by controls: 0 for no effect and ±100 for the full control effect
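Compounds are dispensed onto cells plated 4 h earlier at 1,000 per well, with HCVcc-Cre virus (about 0.5 moi) added next. Following 44 h of culture, luminescent signal is measured for 15 sec after 15 min with substrate at room temperature.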
Shiga toxin inh – blocks Shiga toxin action in Vero cells. Vero cells, Shiga toxin protein synthesis inhibition reporter. inhibition, % at 38.7 µM. 290,000 compounds, 9.2% hits; in the data active = inhibition mostly above about 28%, no sharp cut-off; inactive = mostly below about 43%; note: 0% is about no effect
Tb PYK inh – T. brucei pyruvate kinase inhibition. Q57TT1. TbPYK enzyme, Kinase-Glo Plus ATP luminescence, 45 min. Potency, µM (doses to about 76.8 µM), for inactives: at the highest dose activity, negative = inhibition, usual class: inhibitors. 410,000 compounds, 0.12% hits; note: potency is the fitted concentration of half-maximal effect; % is set by controls: 0 for no effect and ±100 for the full control effect; nearly all actives have a fitted effect of over 50% in size
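In this concentration-response screen, enzyme-free wells defined baseline while DMSO plates tracked drift. Each reaction combined TbPYK, substrate, compound and 130 uM ADP for 45 min at room temperature. Kinase-Glo Plus luminescence gave the signal.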
* marks the source's active call; other numbers are inactive results; ? = inconclusive; / = not tested or not shown; + = active, no number; & = joins results of further samples; [ ] = remark or other dose. Unless noted, calls come from the whole dose curve; as a rule, active = well fitted curve in the direction sought with a large enough effect; inconclusive = small, poorly fitted or top-dose-only effect, or another doubt; inactive = no such curve, though single readings can be large; an effect the other way counts as inactive or inconclusive. Compounds were not picked by outcome; any-hit rate near 24%.

1: O=C(CN1C(=O)COc2ccccc21)NCC1CCCO1 (configuration not stated)
2: CC1CCCCN1C(=O)C(=O)c1cn(CC(=O)N2CCCCCC2)c2ccccc12 (configuration not stated)
3: N#Cc1ccccc1Sc1ccccc1C(=O)N1CCOCC1
4: COc1cc(NS(=O)(=O)c2ccc3[nH]c(=O)oc3c2)cc(OC)c1
5: Cc1csc(-c2coc3cc(O)cc(C)c3c2=O)n1
6: COc1ccc(CCNc2cc(-c3ccccc3)nc3ncnn23)cc1
7: NC(=NC(=O)c1ccc(OCC(F)(F)F)nc1)c1ccccc1
8: Cc1ccc(C(=O)O)cc1N1C(=O)c2cccc3cc(Br)cc(c23)C1=O
entry no. | 1 | 2 | 3 | 4 | 5 | 6 | 7 | 8
Pf growth 48h | 23% | ? | 6% | 9% | 136%[activator] | -11% | 37%[activator] | -14%
Cycloheximide cs | -2 | -1 | -7 | -4 | 30* | -4 | 17 | 0
LmPK inhibitor | -3% | -3% | -4% | -2% | ? | 5% | 1% | 1%
Pf growth 96h | 18% | 13µM* | 22% | 65%[activator] | 116%[activator] | ? | -8% | 7%
HCV inhibitor | 24% | -3% | -13% | 9% | ? | ? | -20% | 0%
Shiga toxin inh | 4 | -6 | -8 | 11 | 108* | -30 | 43 | 27
Tb PYK inh | 0% | 4% | -1% | -1% | -10% | -5% | 1% | -9%

Copied from the entries so far (2 entries):
1: O=C(CN1C(=O)COc2ccccc21)NCC1CCCO1 (configuration not stated)
2: CC1CCCCN1C(=O)C(=O)c1cn(CC(=O)N2CCCCCC2)c2ccccc12 (configuration not stated)
entry no. | 1 | 2
Pf growth 48h | 23% | ?
Cycloheximide cs | -2 | -1
LmPK inhibitor | -3% | -3%
Pf growth 96h | 18% | 13µM*
HCV inhibitor | 24% | -3%
Shiga toxin inh | 4 | -6
Tb PYK inh | 0% | 4%

(further entries)
9: Cc1ccc2nc(-c3cccnc3)oc2c1
10: CC(=O)N1c2ccccc2NC(=O)C1(C)C
11: COc1ccc(C(=O)NCC(=O)N2CCC(C)CC2)cc1OC
12: CCCC(=O)Nc1cc(OC)c(NC(=O)NC2CCCCC2)cc1OC
13: COc1ccc2nc(NC(=O)CSc3nc(SC)ns3)sc2c1
14: CN(C(=O)CSc1nncn1-c1ccccc1)c1ccccc1
15: CSc1ccc(CN2CCN(C(C)C)C(CCO)C2)cc1 (configuration not stated)
16: Cc1cc(C(=O)Nc2ccccc2N2CCOCC2)c2ccccc2n1
entry no. | 9 | 10 | 11 | 12 | 13 | 14 | 15 | 16
Pf growth 48h | 267%[activator] | 6% | / | -17% | 48%[activator] | 8% | 19% | /
Cycloheximide cs | 47* | -4 | -6 | 11 | 47* | -6 | -3 | -5
LmPK inhibitor | ? | 5% | -5% | 1% | 1% | -8% | 9% | 3%
Pf growth 96h | / | 26% | 1% | / | -10% | 0% | ? | ?
HCV inhibitor | -9% | 14% | 11% | ? | ? | 2% | -15% | ?
Shiga toxin inh | 131* | -4 | -6 | 15 | 72* | -5 | 10 | -8
Tb PYK inh | -4% | -7% | 1% | 2% | -8% | -4% | -2% | 4%

17: COc1ccccc1C(C(=O)NC1CCCC1)N(C(=O)c1csnn1)C1CC1 (configuration not stated)
18: CC1(C)CC(=O)C=C(Nc2ccc(Cl)cc2)C1
19: COC(C(=O)Nc1ccc(S(=O)(=O)Nc2c(C)cccc2C)cc1)c1ccccc1 (configuration not stated)
20: Cc1ccc(NC(=O)CC(C)CC2=NS(=O)(=O)c3ccccc3N2)cc1 (configuration not stated)
21: COCCN(C(=S)Nc1c(C)cccc1C)C(C)c1cccs1 (configuration not stated)
22: CC1CCC(NC(=O)c2cc(S(=O)(=O)N3CCCCC3)c[nH]2)CC1 (configuration not stated)
23: COc1ccc(Cl)cc1S(=O)(=O)Nc1ccncc1
24: CC1CCC2(CC1)NC(=O)N(CC(=O)NC(=O)NC1CCCC1)C2=O (configuration not stated)
entry no. | 17 | 18 | 19 | 20 | 21 | 22 | 23 | 24
Pf growth 48h | 9% | -8%[0.00184 µM] | 0% | ? | -11% | ? | 0% | -14%
Cycloheximide cs | 1 | -3 | -1 | 3 | 3 | 1 | -8 | -2
LmPK inhibitor | 5% | 0% | 4% | -2% | -7% | -7% | -1% | -5%
Pf growth 96h | 48%[activator] | ? | -17% | -28% | 33%[activator] | -17% | 0% | 13µM*
HCV inhibitor | 0% | -19% | -8% | -5% | 9% | -11% | 19% | -20%
Shiga toxin inh | 3 | -11 | -14 | 11 | -4 | -7 | -3 | -14
Tb PYK inh | 2% | 10% | -2% | -12% | 4% | 3% | 3% | -1%

Reformatted with two lines to a compound: entries from further up.
The line under a structure holds: Pf growth 48h | Cycloheximide cs | LmPK inhibitor | Pf growth 96h | HCV inhibitor | Shiga toxin inh | Tb PYK inh
(18) CC1(C)CC(=O)C=C(Nc2ccc(Cl)cc2)C1
  -8%[0.00184 µM] | -3 | 0% | ? | -19% | -11 | 10%
(21) COCCN(C(=S)Nc1c(C)cccc1C)C(C)c1cccs1 (configuration not stated)
  -11% | 3 | -7% | 33%[activator] | 9% | -4 | 4%
(17) COc1ccccc1C(C(=O)NC1CCCC1)N(C(=O)c1csnn1)C1CC1 (configuration not stated)
  9% | 1 | 5% | 48%[activator] | 0% | 3 | 2%

Next part
25: Cc1ccc(NC(=O)N(CCCN2CCOCC2)Cc2cccnc2)cc1C
26: Cc1c(Cc2ccccc2)c(=O)oc2c(C)c(OC(C)C(=O)NCC3CCC(C(=O)O)CC3)ccc12 (configuration not stated)
27: CCCCN(C(=O)Cn1nnc2ccccc21)C(C(=O)NCc1ccco1)c1ccncc1 (configuration not stated)
28: CCCS(=O)(=O)c1c(S(=O)(=O)CCC)c2ccc(C(C)=O)cn2c1C(=O)OC
29: O=C(CCc1nc(-c2ccccc2F)no1)Nc1cccnc1
30: O=C(NCCCN1CCCC1=O)C1CCN(S(=O)(=O)c2ccccc2)CC1
31: Cc1nnc(SCC(=O)Nc2ccc3c(c2)OCO3)[nH]c1=O
32: CCS(=O)(=O)N1CCCC(C(=O)c2ccc(OC)cc2C)C1 (configuration not stated)
entry no. | 25 | 26 | 27 | 28 | 29 | 30 | 31 | 32
Pf growth 48h | / | ? | 8% | -19% | 14% | ? | 13% | 11%
Cycloheximide cs | -6 | -3 | 7 | 2 | 1 | / | 2 | 7
LmPK inhibitor | 4% | -1% | 1% | 1% | -11% | / | -5%[11.5 µM] | -3%
Pf growth 96h | -30% | 13µM* | -9% | 24% | -22% | ? | 30%[activator] | 30%[activator]
HCV inhibitor | -10% | 23% | 3% | -25% | -1% | -15% | -17% | ?
Shiga toxin inh | -9 | 16 | -13 | -8 | -30 | / | 33 | 8
Tb PYK inh | -3% | 4% | -1% | -9% | -2% | 1% | 0% | -16%

33: Cc1csc(SCC(=O)c2c(N)n(CC(C)C)c(=O)n(C)c2=O)n1
34: O=Cc1ccc(-n2cccn2)cc1
35: CCOC(=O)c1ccc(OS(=O)(=O)c2ccccc2)c(OC)c1
36: O=C(CSc1cccc(C(F)(F)F)c1)Nc1cc(S(=O)(=O)N2CCCC2)ccc1Cl
37: O=C(NCCCCNC(=O)c1c(F)c(F)c(F)c(F)c1F)c1c(F)c(F)c(F)c(F)c1F
38: COc1ccc2c(c1)-c1nc(/N=C/c3ccc(O)c(OC)c3)sc1CC2
39: COc1ccc(-c2nn3c(COc4ccccc4)nnc3s2)cc1OC
40: COc1cc(/C=C2/C(=O)NC(=O)N(c3ccccc3)C2=O)ccc1O
entry no. | 33 | 34 | 35 | 36 | 37 | 38 | 39 | 40
Pf growth 48h | 6% | ? | 198%[activator] | ? | -27% | 1% | -11% | -6%
Cycloheximide cs | -4 | 0 | 50* | -5 | -2 | 9 | 10 | -3
LmPK inhibitor | -1% | 5% | 4% | 4% | 3% | 0% | 2% | -1%
Pf growth 96h | / | -4% | 351%[activator] | ? | -18% | ? | -13% | ?
HCV inhibitor | 16µM* | 6% | ? | ? | 24%&15% | 11µM* | -16% | 15%
Shiga toxin inh | -8 | 7 | + | 13 | -5 | -6 | 10 | -12
Tb PYK inh | -7% | 2% | -11% | 2% | -1% | -22% | 0% | ?

41: NC(=O)C1CCN(C(=O)CCNS(=O)(=O)c2ccccc2F)CC1
42: CC1CN=C(Nc2ccccc2)S1 (configuration not stated)
43: Cc1ccc(C(=O)/C=C\Nc2ccc(C)c(C)c2)cc1
44: Cc1cccc(NS(=O)(=O)c2cc(Cl)ccc2Cl)n1
45: COc1ccccc1C(O)c1nccn1C (configuration not stated)
46: COc1ccc([C@@H]2[C@@H]3C(=O)N(C(C)(C)C)C(=O)[C@@H]3[C@]3(Cc4ccc(Cl)cc4)C(=O)N(c4ccc(OC)cc4)C(=O)N23)cc1
47: CC(=O)NC(CC(=O)NC(C)c1ccc(Cl)cc1Cl)c1ccccc1 (configuration not stated)
48: O=C(Nc1ccc(S(=O)(=O)N2CCOCC2)cc1)c1ccccc1F
entry no. | 41 | 42 | 43 | 44 | 45 | 46 | 47 | 48
Pf growth 48h | -10% | 5% | 255%[activator] | -4% | -12% | ? | -18% | ?
Cycloheximide cs | / | 9 | 100* | -1 | 7 | / | 1 | -2
LmPK inhibitor | / | 1% | -2% | 0% | -1% | / | 6% | -3%
Pf growth 96h | -18% | 54%[activator] | 246%[activator] | 2.9µM* | 6% | 13µM* | 8% | 142%[activator]
HCV inhibitor | 12% | 8% | 7% | 12% | 10% | 6% | 10% | 15%
Shiga toxin inh | / | 8 | 109* | 3 | -3 | / | 11 | -1
Tb PYK inh | 5% | -5% | -3% | 0% | 4% | 2% | -3% | -5%

49: CN(C)c1ccc(-c2nc3cnccn3c2Nc2ccc3c(c2)OCCO3)cc1
50: O=C(Cn1ccnc1)c1ccc(Cl)cc1
51: COC(=O)c1c(NC(=S)NNC(=O)c2ccc(Cl)s2)sc(C(=O)N(C)C)c1C
52: COc1ccccc1-c1c(C)oc2c(CN3CCCC(C)C3)c(O)ccc2c1=O (configuration not stated)
53: COc1ccc(OCC(O)CN2C(=O)c3ccccc3S2(=O)=O)cc1 (configuration not stated)
54: COc1ccc(C(=O)Nc2ccnn2C2CCN(CCC(C)c3ccc(C)o3)CC2)cc1 (configuration not stated)
55: CN(C(=O)COC(=O)C1(C)CC1(Cl)Cl)c1c(N)n(Cc2ccccc2)c(=O)[nH]c1=O (configuration not stated)
56: CCOC(=O)C(C(=O)NCc1ccc(C)cc1)c1ncc(C(F)(F)F)cc1Cl (configuration not stated)
entry no. | 49 | 50 | 51 | 52 | 53 | 54 | 55 | 56
Pf growth 48h | ? | -5% | 16% | 13µM* | / | -4% | 9% | 1%
Cycloheximide cs | 31* | 6 | -3 | 2 | -3 | -2 | / | -2
LmPK inhibitor | -8% | 0% | 2% | 0% | 12% | -1% | / | 2%
Pf growth 96h | ? | -21% | 57%[activator] | 10µM* | 23% | 31%[activator] | 0% | 51%[activator]
HCV inhibitor | -21% | 19% | 8% | 1% | -3% | ? | 2% | -7%
Shiga toxin inh | 87* | 3 | -18 | -6 | 16 | -6 | / | -10
Tb PYK inh | 0% | 0% | -10% | 3% | 0% | -6% | 1% | 7%
